Screening results deposited in PubChem by National Center for Advancing Translational Sciences (NCATS).
MmCpn inh: inhibitors of Methanococcus maripaludis chaperonin (MmCpn); purified Mm-Cpn ATPase, ADP Transcreener TR-FRET; Potency, µM (series often up to 76.9 µM), without a hit: at the highest dose activity, negative = inhibition, hits mostly inhibitors; 330,000 tested, 0.031% active; AID 504842; further: potency means the concentration at half of the fitted maximal effect; on the % scale 0 is the no-effect control and ±100 the full control effect; nearly all actives have a fitted effect of over 80% in size
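Purified archaeal Mm-CPN (25nM final) preincubated 10 min at 37degC with compound, then 10uM ATP for 30 min at 37degC; ADP measured by HTRF Transcreener TR-FRET; buffer 30 mM TRIS pH 7.4, 100mM KCl, 5mM MgCl2, 1mM DTT.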
A549 viability: counter-screen for Nrf2 inhibitors: cytotoxicity in A549 cells; A549 ARE-Fluc cells, CellTiter-Fluor viability, 18-24 h; 390,000 tested, 0.16% active; Potency, µM (titrated, usually from 46 µM), for inactives: at the highest dose activity change, negative = cytotoxicity, most hits filed as inhibitors; AID 504648; further: potency means the concentration at half of the fitted maximal effect; on the % scale 0 is the no-effect control and ±100 the full control effect
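A549 ARE_Fluc cells in 5% FBS OPTI-MEM were exposed to compounds in concentration-response for 18-24 h at 37 deg C. Viability was read by CellTiter-Fluor fluorescence (Ex 405/Em 525) after 30 min, before the luciferase read.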
Akt phos inh: Akt phosphorylation inhibition. Neuro2A IGF-stimulated pAkt S473 HTRF, 20 min; stronger effect = lower value. activity change, % for hits at 50 µM. AID 651550. 360,000 tested, 0.32% active; in the data active means activity change below about -80%; inconclusive means mostly about -51% to -80%; further: on the % scale 0 is the no-effect control and ±100 the full control effect
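Neuro2A cells (4,500/well, DMEM with 0.5% FBS) were treated with compound at a single 50 µM final concentration, stimulated with 6 nM IGF for 20 min at 37 °C, and lysed. Phospho-Akt Ser473 was read by HTRF as 665/615 ratio ×10^4.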
Abeta yeast res: A-beta toxicity reversal in yeast; yeast expressing A-beta42, growth rescue, OD600, 48 h; response scale: 0% DMSO, 100% iron-clioquinol control; Potency, µM (titrated, usually from 46.1 µM), without a hit: at the highest dose growth rescue, hits mostly activators; 410,000 tested, 0.063% active; further: potency means the concentration at half of the fitted maximal effect; nearly all actives have a fitted effect of over 55% in size
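Yeast growth medium received pinned compounds, then yeast cells expressing toxic A-beta were added; plates incubated at 30 C for 48 hr. Growth read as absorbance at 600 nm, normalized to DMSO and equimolar FeCl3 plus clioquinol controls.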
HepG2 viability: HepG2 cytotoxicity, counter-screen for TGF-b inhibitors; HepG2 CAGA-GFP viability, ATP luminescence, 18 h; Potency, µM (top dose mostly 46.1 µM), inactives show at the highest dose activity change, negative = cytotoxicity, most hits filed as cytotoxic; 410,000 tested, 0.76% active; further: potency means the concentration at half of the fitted maximal effect; some results filed as inactive show a strong effect at the top dose
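HepG2 CAGA-GFP cells (1000/well, DMEM with 1% FBS) received compound, then TGF-beta at 500 pg/mL final, and were incubated 18 hours at 37 degrees C. Viability was read by CellTiter-Glo luminescence. Media-only wells were set as complete cell-killing and DMSO as no toxicity.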
Nrf2 inh: Nrf2 pathway inhibition. A549 ARE-Fluc reporter, luciferase luminescence, 18-24 h. Potency, µM (titrated, usually from 46 µM), without a hit: at the highest dose activity change, negative = inhibition, hits mostly inhibitors. 360,000 tested, 2.1% active; further: potency means the concentration at half of the fitted maximal effect; on the % scale 0 is the no-effect control and ±100 the full control effect; nearly all actives have a fitted effect of over 60% in size
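Reporter: ARE-Fluc in A549. Exposure: 18-24 h, 37 °C, 5% CO2, 5% FBS OPTI-MEM. Readouts: fluorescent cytotoxicity (CellTiter-Fluor), then luminescent Nrf2 signal after BugLite.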
CCT modulator: changes cytosolic chaperonin activity; purified chaperonin ATPase assay, HTRF ADP detection, 30 min; activity change, % (no concentration beside the values), hits read low; 360,000 tested, 0.3% active; AID 651819; in the data active means activity change below about -30%; further: on the % scale 0 is the no-effect control and ±100 the full control effect
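TRiC (40 or 20 nM final, by batch activity) in 30 mM Tris pH 7.4, 100 mM KCl, 5 mM MgCl2, 1 mM DTT was treated with compound at 76 uM single dose, then 10 uM ATP, 30 min at 37 °C. ADP was read by HTRF Transcreener.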
Nrf2 ARE act: Nrf2 pathway activation. 410,000 tested, 0.31% active. AREc32 ARE-luciferase reporter (MCF7-derived line), luminescence, 24 h. Potency, µM (series often up to 46.1 µM), for the others: at the top dose activation, actives largely listed as activators. AID 624171; further: potency means the concentration at half of the fitted maximal effect; % of control where 0% means no effect; nearly all actives have a fitted effect of over 65% in size
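Cells of the AREc32 ARE-luciferase line are plated in OPTI-MEM containing 5% FBS and left overnight at 37 deg C. Compounds are pinned in, incubation continues 24 hr, and firefly luciferase signal is then measured.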
TGFb inhibitor: inhibitors of TGF-b signaling; HepG2 CAGA-GFP TGF-b/SMAD3 reporter, GFP fluorescence, 18 h; TGF-beta stimulated, 500 pg/mL final; Potency, µM (highest dose often 46.1 µM), for the others: at the top dose activity, negative = inhibition, usual class: inhibitors; 410,000 tested, 1.2% active; AID 588855; further: potency means the concentration at half of the fitted maximal effect; on the % scale 0 is the no-effect control and ±100 the full control effect; nearly all actives have a fitted effect of over 65% in size
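Smad-responsive CAGA-GFP expression was quantified in HEPG2 cells exposed to compounds and 500 pg/mL final TGF-beta for 18 h at 37 degrees C; unstimulated wells defined full inhibition.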
* hit, by the source's call; i = inactive; ? = inconclusive; / = not tested or not shown; & = joins results of further samples; [ ] = another dose, or the depositor's remark. Unless noted, the call rests on the fitted dose curve; in most records, active means well fitted curve in the direction sought with a large enough effect; inconclusive means small, poorly fitted or top-dose-only effect, or another doubt; inactive means no such curve, though single readings can be large; an effect the other way counts as inactive or inconclusive.

SMILES	MmCpn inh	A549 viability	Akt phos inh	Abeta yeast res	HepG2 viability	Nrf2 inh	CCT modulator	Nrf2 ARE act	TGFb inhibitor
N#CC1=C(N)Oc2c(ccc3cccnc23)C1c1cccnc1 (centres undefined)	-2%	-28%	i	-30%	-14%	?	1.0	-1.0%	-24%
CCC(C)[C@H](NC(=O)Nc1cccc(Br)c1)C(=O)OC (some centres undefined)	0%	-1%	i	11%	-3%	-3%	-0.7	0.3%	-1%
O=C(C1=NN(c2ccccc2)C2C(=O)N(c3ccccc3Cl)C(=O)C12)c1ccccc1 (centres undefined)	-25%	2%	i	15%	-5%	6%	3.4	0.1%	9%
CCN(Cc1ccc(OC)cc1)c1ccc(-c2nc(-c3ccncc3)no2)cc1[N+](=O)[O-]	/	1%	/	-44%[inhibitor]	-45%	-17%	/	8.0%	-3%
COc1ccc(NC(=O)Nc2ccc3c(c2)C(=O)N([C@H](C)CO)C[C@H](C)[C@@H](CN(C)C(=O)NC2CCCCC2)O3)cc1	0%	3%	i	-21%	5%	18%	-1.8	0.0%	8%
Cc1cc(=O)n(Cc2cccc(Cl)c2)c2c1c(C)nn2C	/	8%	/	15%	-17%	-23%	/	0.4%	-6%
COc1cc(NS(=O)(=O)c2ccc(F)cc2)c(OC)cc1NC(C)=O	1%	2%	/	19%	-5%	11%	-4.0	-0.2%	-17%
COc1ccc(/C=N/NC(=O)c2ccn[nH]2)cc1CN1CCOCC1	2%	-3%	i	3%	-16%	25%	-0.5	5.2%	2%
CCN(CC)c1ccc(NC(=O)c2sc3nc4c(cc3c2N)CN(C)CC4)cc1	/	-6%	/	-17%	-7%	1%	/	1.0%	-21%
CC(C)N(Cc1nc(-c2ccccc2)no1)C(=O)CN1C(=O)c2ccccc2C1=O	-1%	-9%	i	12%	-2%	1%	-0.7	-0.9%	-17%
Cc1ccc(-c2ccc(OC(=O)c3ccc(=O)[nH]c3)c(C)c2)cc1	-2%	0%	i	5%	-1%	-7%	0.6	3.8%	-1%
CCCS(=O)(=O)NC(=O)C1(C)CCCN(C(=O)c2cc(C(C)(C)C)nn2C)C1 (centres undefined)	/	/	i	-10%	-9%	/	-1.4	0.4%	8%
Cc1ccc(C)c(N2CCN(C(=O)c3cccc(-n4c(C)nc5cccnc54)c3)CC2)c1	/	-2%	/	10%	-42%	?	/	0.1%	-6%
CCOC(=O)Cn1nnc(-c2cccc(OC)c2)n1	1%	?	i	9%	2%	?	-3.6	-0.7%	10%
O=C(Nc1ccccc1)N(Cc1cccs1)c1ccc(F)cc1	/	1%	/	-9%	5%	0%	/	0.3%	-11%
CNC(=O)c1cc(S(=O)(=O)NC2CCCCCC2)ccc1C	-7%	-1%	i	8%	3%	-11%	-3.3	0.2%	9%
COc1ccccc1N1CCN(CCN(C(=O)C2CCCCC2)c2ccccn2)CC1	-5%	0%&0%	i	-3%&1%	-7%&-24%	7%&-12%	-3.2&-5.6	-0.6%&2.6%	-18%&-2%
C=CCOc1ccccc1/C=C/C(=O)O	-1%	-3%	i	16%	1%	-9%	0.7	0.2%	0%
O=C(NCCc1ccc(F)cc1)C(=O)NCC(c1ccc2c(c1)OCO2)N1CCOCC1 (centres undefined)	/	-4%	/	-9%	-4%	/	/	0.2%	5%
O=C(COc1ccc(S(=O)(=O)NC2CCCCC2)cc1)N1CCN(c2ccc(F)cc2)CC1	-1%	1%	i	12%	0%	15µM*	-15	0.3%	?
COc1ccc(C)cc1CN1C(=O)c2ccccc2C1=O	-2%	-3%	i	15%	-3%	?	-1.8	-0.5%	-9%
COc1ccc(NC(=O)CN(C)CC(=O)Nc2cccc(C(C)=O)c2)cc1	0%	-3%	i	6%	3%	2%	2.8	-0.3%	9%
CCOc1ccc(S(=O)(=O)Nc2cc(NS(=O)(=O)c3ccc(OCC)cc3)cc(C(=O)O)c2)cc1	1%	13%	i	-17%	-7%	1%	1.4	-0.3%	-12%
COc1ccc(C(=O)OCC(=O)Nc2c(C)n(C)n(-c3ccccc3)c2=O)cc1	-1%	3%	i	0%	-10%	-1%	-1.3	0.5%	-9%
Cc1c(C#N)c2ccccc2n1C	0%	-7%	i	-7%	21%	-19%	0.7	-0.3%	-18%

Profiles, quoted from the list. Values in the order: MmCpn inh, A549 viability, Akt phos inh, Abeta yeast res, HepG2 viability, Nrf2 inh, CCT modulator, Nrf2 ARE act, TGFb inhibitor
Cc1ccc(C)c(N2CCN(C(=O)c3cccc(-n4c(C)nc5cccnc54)c3)CC2)c1 in the list: /, -2%, /, 10%, -42%, ?, /, 0.1%, -6%
CCN(CC)c1ccc(NC(=O)c2sc3nc4c(cc3c2N)CN(C)CC4)cc1 in the list: /, -6%, /, -17%, -7%, 1%, /, 1.0%, -21%

(cont.)
SMILES	MmCpn inh	A549 viability	Akt phos inh	Abeta yeast res	HepG2 viability	Nrf2 inh	CCT modulator	Nrf2 ARE act	TGFb inhibitor
O=C(Cc1c[nH]c2ccccc12)NNC(=O)c1ccccc1	-1%	1%	i	0%	5%	2%	-0.9	0.8%	7%
CCOc1ccc(N(C(=O)CNC(=O)c2ccco2)C(C(=O)NC2CCCC2)c2ccncc2)cc1 (centres undefined)	2%	4%	i	5%	-10%	-1%	0.2	0.1%	-15%
O=C(Cc1ccccc1)N1CCN=C1SCc1cccc([N+](=O)[O-])c1	1%	5%	i	-1%	1%	-8%	1.8	-1.2%	-1%
Cc1ccc(C(=O)N(c2ccccn2)C(C)c2ccco2)cc1 (centres undefined)	-1%	-15%	i	-2%	18%	12%	-1.3	0.2%	0%
Cc1ccc(-c2c3c(=O)n(C)c(=O)n(C)c3cn2Cc2ccccc2)cc1	-1%	2%	i	-3%	10%	3%	-0.4	3.6%	-7%
O=Cc1ccccc1-c1cn(CN2C(=O)c3ccccc3C2=O)nn1	0%	-3%	i	-11%	2%&25%	2%	-1.6	5.1%	-1%&-13%
O=C(c1ccco1)N1CCN(Cc2nnnn2C2CCCCC2)CC1	1%	3%	i	-11%	-4%	1%	1.1	0.0%	-5%
O=S(c1cc(Cl)cc(Cl)c1O)c1cc(Cl)cc(Cl)c1O	/	/	i	-88%[inhibitor]	/	/	-1.2	0.3%	/
Oc1ccc(C(c2nnnn2C2CCCCC2)N2CCOCC2)cc1 (centres undefined)	2%	-2%	i	12%	-7%	1%	-1.0	2.3%	9%
Cc1cccc(NC(=O)NNC(=O)c2nn(C)cc2Br)c1	0%	-11%	i	-3%	-5%	12%	-2.9	2.8%	22%
CC(C)N1CC23C=CC(O2)C(C(=O)OCc2ccccc2)C3C1=O (centres undefined)	-1%	12%	i	-9%	2%	-15%	-2.8	0.0%	32%[activator]
O=C(CSc1nc(=O)n(Cc2ccco2)c2c1CCC2)NCc1ccc(Cl)cc1	/	13%	/	0%	0%	/	/	2.2%	?
Fc1ccc(-n2c(-c3ccc4c(c3)OCO4)n[nH]c2=S)cc1Cl	-6%	2%	i	35%	9%	12%	1.9	3.2%	4%
c1ccc(-c2nc(N3CCNCC3)nc3ccccc23)cc1	0%	-9%	i	-2%	-19%	0%	10	-0.2%	-6%
COc1cccc(CNC(=O)c2cc(S(=O)(=O)N3CCOCC3)cn2C)c1	1%	12%	i	2%	-6%	?	-0.7	-1.1%	-3%
Cn1ncc(Cl)c1C(=O)Nc1nnc(C2CC2)s1	0%	-1%	i	-7%	0%	15%	-1.8	1.0%	8%
CCOC(=O)C1(CCOc2ccccc2)CCN(Cc2cc(OC)c(O)cc2Cl)CC1	0%	-15%	i	8%	-63%	-9%	-0.1	7.5%	?
Cc1ccccc1NC(=O)COc1ccc2c(c1)OC(C)(C)CC2=O	-1%	0%	i	-2%	6%	4%	1.3	7.1%	2%
COCCCN(C(=S)NC(=O)C12CC3CC(CC(C3)C1)C2)c1c(N)n(Cc2ccccc2)c(=O)[nH]c1=O	?	4%	i	-1%	6%	2%	2.9	0.2%	5%
O=C(CCCc1nc(-c2ccc(Cl)cc2)no1)NC1CCCC1	-1%	-17%	i	7%	-28%	4.1µM*	1.0	-0.5%	?
O=C(CSc1n[nH]c(-c2ccccc2)n1)c1ccc(O)c(O)c1	0%	-5%	i	26%	-19%	1%	-1.1	0.1%	-29%
CS(=O)(=O)N1CC2CCCN2c2ccc(C(F)(F)F)cc21 (centres undefined)	-2%	4%	i	16%	0%	-1%	-4.4	2.0%	-2%
CSc1cccc(-n2nnc(-c3nsc(NC(=O)c4cccs4)n3)c2C)c1	/	0%	/	-10%	-57%	?	/	-0.2%	?
Cn1nc(C(=O)Nc2cccc(Cl)c2)cc1C(=O)Nc1cccc(Cl)c1	-11%	?	i	28%	-55%	13µM*	0.2	-0.2%	?
O=C(NCC1CCCO1)c1cc(C(=O)C2CC2)c[nH]1 (centres undefined)	1%	0%	i	16%	25%	-7%	0.8	3.1%	-8%
Cc1noc(C)c1COc1ccc(C(=O)N2CCN(S(=O)(=O)c3cccc(F)c3)CC2)cc1	-2%	3%	i	-9%	-3%	-24%	-1.3	-0.1%	17%
COc1cc(SC)ccc1C(=O)OC1CCOC1=O (centres undefined)	0%	-2%	i	2%	9%	2%	-2.4	-0.3%	5%
O=C(COC(=O)C1CCCCC1)Nc1ccc(N2CCCCC2)cc1	0%	2%	i	16%	-17%	?	-1.8	0.5%	-1%
Cc1oc(-c2ccccc2Cl)nc1CS(=O)CC(=O)NC1CC1 (centres undefined)	5%	-1%	/	-4%	-1%	?	-1.5	0.5%	-2%
